A350 autofl: compound fluoresces in the Alexa 350 spectral region. max dye-equivalent concentration, M. Compound autofluorescence, 340/450 nm, Alexa 350 dye-equivalents; stronger effect = higher value. hit rate 11% among 59,000. AID 590; in the data active = max dye-equivalent concentration above about 10 nM; inconclusive = mostly about 1.1 nM to 9.6 nM
Casp1 inh: allosteric or competitive inhibitors of human caspase-1; AID 900; P29466; Caspase-1 enzyme, Ac-WEHD-AFC fluorogenic rate; Potency, µM (highest dose often 57.5 µM), without a hit: top-dose activity change, negative = inhibition, hits mostly inhibitors; hit rate 0.03% among 75,000;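 also: potency is read from the fitted curve at half-maximal effect; plate controls were vehicle for no effect and no substrate for full effect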
Target sequence (P29466 120-297 limits assumed): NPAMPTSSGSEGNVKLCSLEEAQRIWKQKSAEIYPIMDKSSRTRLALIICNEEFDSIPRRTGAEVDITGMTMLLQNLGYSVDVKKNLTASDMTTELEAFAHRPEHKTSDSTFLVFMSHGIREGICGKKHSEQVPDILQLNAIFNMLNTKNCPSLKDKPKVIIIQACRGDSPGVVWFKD
Target sequence (P29466 317-404 limits assumed): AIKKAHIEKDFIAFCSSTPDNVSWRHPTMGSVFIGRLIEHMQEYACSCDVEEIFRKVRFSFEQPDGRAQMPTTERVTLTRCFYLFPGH
4-MU autofl: compounds fluorescent in 4-MU spectral region; hit rate 11% among 59,000; compound autofluorescence, 340/450 nm, 4-MU equivalents; stronger effect = higher value; max dye-equivalent concentration, M; in the data active = max dye-equivalent concentration above about 10 nM; inconclusive = mostly about 1.1 nM to 9.6 nM
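Intrinsic fluorescence at 340/450 nm (ex/em) was read after 15 min at room temperature in pH 8.0, 100 mM Tris. Each compound concentration expressed as 4-MU-equivalent concentration from a six-point 4-MU standard series on each plate.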
BRCT inh green: BRCA1 BRCT-phosphoprotein interaction inhibition. P38398. BRCA1 BRCT-phosphopeptide binding, green fluorescence polarization. Potency, µM (series often up to 76.9 µM), inactives show at the top dose activity change, negative = inhibition, usual class: inhibitors. hit rate 0.05% among 75,000. AID 875;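 also: potency is read from the fitted curve at half-maximal effect; plate controls were peptide without protein for full effect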
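Compounds were incubated for 12 min at room temperature with a complex of 100 nM fluorescein-tagged pBACH1 decapeptide and 250 nM His-tagged BRCT protein. Buffer was phosphate pH 7.3 with EDTA, DTT and Tween 20. Disruption of binding lowers the polarization signal.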
Casp7 inh: caspase-7 (human) inhibition, allosteric or competitive; AID 889; recombinant caspase-7, Ac-DEVD-AFC fluorescence rate; Potency, µM (series often up to 57.5 µM), for the others: top-dose activity change, negative = inhibition, usual class: inhibitors; P55210; hit rate 0.02% among 75,000; active = well fitted inhibition curve with a large enough effect in the main read-out, with a control signal flat, not every such curve was filed as active; inconclusive = small, poorly fitted or top-dose-only effect, or a change in a side signal; also: potency is read from the fitted curve at half-maximal effect; % of control where 0% means no effect
BRCT inh red: inhibitors of human BRCA1 BRCT-phosphoprotein interaction (red fluorophore); hit rate 0.03% among 75,000; BRCT-phosphopeptide binding, red fluorescence polarization; Potency, µM (highest dose often 76.9 µM), without a hit: at the highest dose activity change, negative = inhibition, hits mostly inhibitors; AID 892; P38398; also: % is scaled to controls: 0 for no effect and ±100 for the full control effect
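Rhodamine-labelled pBACH1 10-mer (100 nM) bound to BRCT domain (100 nM) at pH 7.3; compounds incubated 12 min room temperature, polarization read. Free peptide defines full inhibition; unlabelled decapeptide titrated as control.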
Rhodamine fluor: compound fluoresces in the rhodamine spectral region; Rhodamine-region fluorescence, 547/598 nm, Tris buffer; stronger effect = higher value; max dye-equivalent concentration, M; hit rate 0.05% among 59,000; in the data active = max dye-equivalent concentration above about 11 nM; inconclusive = between about 1.1 nM and that limit
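Steps: pin-transfer compounds into pH 8.0 Tris (100 mM), hold 15 min at room temperature, image with a 547/598 nm filter pair, and convert intensities to rhodamine-equivalent concentration using a six-point on-plate rhodamine series.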
HEK293 cAMP ctrl: parental HEK293 cAMP activation (counter-screen) | Potency, µM (titrated, usually from 57.1 µM), inactives show at the highest dose activation, most hits filed as activators | hit rate 2.5% among 73,000 | parental HEK293 CNG cAMP sensor, membrane potential fluorescence; also: potency is read from the fitted curve at half-maximal effect; % of control where 0% means no effect; nearly all actives have a fitted effect of over 55% in size
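Parental HEK 293 cells stably expressing a cAMP-gated CNG channel were loaded with membrane potential dye containing 100 uM RO 20-1724 for 60 min. Compound added for 30 min; depolarization read as fluorescence intensity at 590 nm.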
Texas Red fluor: compound fluoresces in the Texas Red spectral region | Compound fluorescence, Texas Red channel, 547/618 nm; stronger effect = higher value | max dye-equivalent concentration, M | hit rate 0.06% among 59,000 | AID 587; in the data active = max dye-equivalent concentration above about 10 nM; inconclusive = between about 1.1 nM and that limit
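qHTS profiling of intrinsic compound fluorescence; 100 mM Tris pH 8.0; 15 min RT; ex 547 / em 618 nm; response expressed as Texas Red dye-equivalent concentration from six-point plate standard.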
USP2a inh: blocks human ubiquitin-specific protease USP2a; O75604; USP2a enzymatic assay, qHTS inhibition; Potency, µM (doses to about 38.3 µM), for inactives: at the top dose activity change, negative = inhibition, actives largely listed as inhibitors; hit rate 0.1% among 60,000; AID 927;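 also: potency is read from the fitted curve at half-maximal effect; nearly all actives have a fitted effect of over 60% in size; plate controls were DMSO for no effect and NEM full inhibition control for full effect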
Target sequence (O75604 whole entry, looked up): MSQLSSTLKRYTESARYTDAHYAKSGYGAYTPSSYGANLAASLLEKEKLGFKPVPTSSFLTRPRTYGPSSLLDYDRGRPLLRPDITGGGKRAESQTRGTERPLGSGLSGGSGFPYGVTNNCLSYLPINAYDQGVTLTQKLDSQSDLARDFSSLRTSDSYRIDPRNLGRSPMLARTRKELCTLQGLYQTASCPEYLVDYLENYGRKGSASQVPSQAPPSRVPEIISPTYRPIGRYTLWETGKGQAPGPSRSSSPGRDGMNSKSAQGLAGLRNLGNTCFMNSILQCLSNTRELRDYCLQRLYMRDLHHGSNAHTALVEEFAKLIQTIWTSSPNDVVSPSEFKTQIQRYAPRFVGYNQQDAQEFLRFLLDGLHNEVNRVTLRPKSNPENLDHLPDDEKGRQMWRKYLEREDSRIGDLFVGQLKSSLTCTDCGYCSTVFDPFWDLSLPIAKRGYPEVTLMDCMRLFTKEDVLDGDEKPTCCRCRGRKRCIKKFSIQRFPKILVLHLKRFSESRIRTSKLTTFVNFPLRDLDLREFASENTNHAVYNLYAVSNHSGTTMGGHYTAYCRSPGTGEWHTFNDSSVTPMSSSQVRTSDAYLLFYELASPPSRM
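USP2 core (20nM final) preincubated 30 min RT with compound, then Ub-PLA2 20nM and NBD C6-HPC 20uM final added; buffer 20mM Tris-HCl pH 8.0, 2mM CaCl2. Fluorescence Ex 460/Em 535 read at 0 and 2.5 h; normalized to NEM.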
Fluorescein fluor: fluorescein region autofluorescence; max fluorescein-equivalent concentration, M; Compound autofluorescence, 480/540 nm, fluorescein-equivalent; stronger effect = higher value; hit rate 0.91% among 59,000; in the data active = max fluorescein-equivalent concentration above about 10 nM; inconclusive = between about 1.1 nM and that limit
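Autofluorescence profiling; 100 mM Tris, pH 8.0; incubation 15 min at RT; ex/em 480/540 nm; result as fluorescein-equivalent concentration.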
Starred values were filed as active, the others as inactive; i = inactive; ? = inconclusive; nt = not tested or not shown; & = joins results of further samples; [ ] = remark or other dose. Unless noted, calls follow the shape of the dose curve; as a rule, active = well fitted curve in the direction sought with a large enough effect; inconclusive = small, poorly fitted or top-dose-only effect, or another doubt; inactive = no such curve, though single readings can be large; an effect the other way counts as inactive or inconclusive.

SMILES | A350 autofl | Casp1 inh | 4-MU autofl | BRCT inh green | Casp7 inh | BRCT inh red | Rhodamine fluor | HEK293 cAMP ctrl | Texas Red fluor | USP2a inh | Fluorescein fluor
Cc1ccc2c(c1)C(O)(CC(=O)c1cccnc1)C(=O)N2 (stereo unspecified) | i | -0.4% | i | -2.0% | 0.3% | 0.7% | i | -1.3% | i | -1.3% | i
CCN(CC)CCCCn1c(-c2ccccc2)nc2c(NCc3ccccc3)nc(C)nc21 | nt | 0.0% | nt | -0.9% | 0.1% | -0.2% | nt | 27.0% | nt | nt | nt
CNC(=O)Nc1cc(C(C)(C)C)no1 | i | 0.5% | i | -2.3% | 1.3% | -0.1% | i | -3.6% | i | 2.9% | i
CCOC(=O)C1=C(O)C(Nc2nccs2)(C(F)(F)F)N=C1C (stereo unspecified) | i | -0.7% | i | -0.9% | 0.4% | -0.2% | i | ? | i | 3.4% | i
O=C(CN1CCCCCC1=O)OCc1ncc(-c2ccccc2)o1 | i | 2.0% | i | 1.3% | -1.6% | -0.5% | i | 8.2% | ? | -4.6% | ?
CCOC(=O)N1CCC(N(CCCOC)C(=O)Nc2cccc(OC)c2)CC1 | 1.87e-08M* | -1.9% | 1.4e-08M* | 1.0% | 1.5% | 0.2% | i | 2.1% | ? | 9.5% | i
COC(=O)C1=C(NC(=O)c2ccc(C)cc2)CCS1 | 4.89e-08M* | -4.8% | 5.04e-08M* | -1.9% | -2.4% | -0.7% | i | 5.0% | i | -1.6% | i
Cc1ccc(O)c(CC(C)C)n1 | ? | 0.2% | i | -1.7% | 1.5% | 0.5% | i | 14.8% | i | 3.8% | i
CCC(C)(C)NC(=O)C(c1ccncc1)N(Cc1cccs1)C(=O)Cn1nnc2ccccc21 (stereo unspecified) | i | 1.0% | i | 0.2% | 2.2% | -1.2% | i | 20µM* | i | nt | i
Cc1nc(Nc2nc(=O)c3ccccc3n2C)nc2c(C)cccc12 | 1.58e-07M* | -3.1% | 2.17e-07M* | -3.6% | -3.7% | 1.8% | i | 8.4% | ? | 4.0% | i
CC(=O)Nc1ccc(C)cc1NC(C)=O | i | 2.0% | i | 0.2% | -0.9% | 0.9% | i | 2.4% | ? | -2.4% | i
CSc1ccc(S(=O)(=O)N2CCCC2)cc1 | i | 2.4% | i | 2.0% | 1.2% | -0.7% | i | 12.3% | i | 2.4% | i
Cc1cccc(-n2nnc(C(=O)NCc3ccccc3)c2N)c1 | i | -3.7% | i | -4.5% | -0.8% | -3.3% | i | -3.2% | i | 11.3% | i
COC(=O)CSc1nc(NC(C)C)nc(N2CCOCC2)n1 | i | 0.8% | i | -0.5% | 0.8% | -0.7% | i | 5.9% | i | -1.1% | ?
O=C1CCCN1CCC1CCN(C2CC(=O)N(Cc3ccc(N4CCCC4=O)cc3)C2=O)CC1 (stereo unspecified) | i | -0.6% | i | -1.8% | -1.0% | -0.1% | i | -2.5% | i | 6.3% | ?
Cc1cccc(-n2ccnc2SCC(=O)Nc2ccc3c(c2)OCCO3)c1 | i | 1.0% | i | 0.2% | -3.0% | -0.2% | i | 5.4% | i | 3.9% | i
CC(C)(C)c1ccc(C(=O)N2CCC(C(=O)NCC3CCCO3)CC2)cc1 (stereo unspecified) | ? | 0.3% | i | 0.3% | -2.1% | -1.6% | i | -4.2% | i | 1.9% | ?
C[C@@H](c1ccccc1)N1C(=O)[C@H]2[C@@H]3[C@H](O)[C@H](O)CC(=O)[C@H]3CC[C@H]2C1=O | nt | -12.4%&-0.3%[11.5 µM] | nt | 0.8%&-0.1%[15.4 µM] | 0.0%&0.5%[11.5 µM] | -0.1%&-0.1%[15.4 µM] | nt | -0.6%&0.7%[11.4 µM] | nt | nt | nt
Cc1cc2ncn(C(=O)c3c(-c4ccccc4Cl)noc3C)c2cc1C | nt | -3.0% | nt | 1.5% | -3.5% | -1.7% | nt | 18.8% | nt | 24.6% | nt
COc1ccccc1N1CCN(CCN(C(=O)c2ccc(I)cc2)c2ccccn2)CC1 | i | nt | i | nt | nt | nt | i | ? | i | nt | i
CCOC(=O)CNc1nc(OCC#N)nc(N2CCOCC2)n1 | i | 1.0% | i | 2.1% | 3.0% | -1.9% | i | 7.7% | i | -5.5% | i
C=CCN(CC=C)C(=O)Cc1ccc(F)cc1 | i | 0.7% | i | -0.6% | 0.5% | -1.1% | i | 10.9% | ? | -1.3% | i
CN(C)C(=O)c1ccc(-c2cncnc2Nc2ccc(F)cc2)cc1 | i | -5.9% | i | 1.0% | -5.5% | -0.9% | i | ? | i | 2.8% | i
CC1(C)CC(=O)C(C=Nc2ccc(O)cc2)=C(O)C1 | ? | 1.1% | i | -2.6% | -3.7% | -0.2% | i | 29.8% | ? | -7.5% | ?
CC(C)CC1NC(=O)C(CCCN)NC(=O)C(C(C)C)NC(=O)C2CCCN2C(=O)C(Cc2ccccc2)NC(=O)C(CC(C)C)NC(=O)C(CCCN)NC(=O)C(C(C)C)NC(=O)C2CCCN2C(=O)C(Cc2ccccc2)NC1=O (stereo unspecified) | nt | 0.1% | nt | -0.1%[3.08 µM] | -1.1% | 2.0% | nt | nt | nt | -7.5% | nt
CC(C)(Oc1ccc(Cl)cc1)C(=O)OCC(=O)N1CCCC1 | i | -0.3% | i | -0.4% | -2.0% | -2.3% | i | 11.8% | i | 2.4% | i
CCS(=O)(=O)N1CCN(CC2CC3C=CC2C3)CC1 (stereo unspecified) | nt | -0.1% | nt | -7.2% | -1.1% | 0.0% | nt | 9.1% | nt | 0.4% | nt
CCn1c(SCc2nc3ccccc3[nH]2)nnc1-c1cccs1 | ? | -1.4% | i | 1.7% | 0.1% | 0.1% | i | 20.4% | i | 9.8% | i
COc1ccc(OC(C)C(=O)N2CCc3ccccc3C2)cc1 (stereo unspecified) | ? | -2.7% | ? | 0.2% | 0.3% | 0.7% | i | 6.0% | i | 8.0% | ?
CC(C)(C)C(=O)NC1CCN(S(=O)(=O)c2ccccc2F)CC1 | i | 1.2% | i | -1.2% | 4.4% | -2.6% | i | 3.8% | i | 0.5% | i
CCn1c(SCC(=O)OCc2ccccc2)nc2c1c(=O)n(C)c(=O)n2C | i | -0.7% | i | 2.4% | -3.0% | -0.3% | i | 11.0% | ? | 1.4% | i
CCn1c(SCC(=O)OC2CCCCC2)nnc1-c1ccncc1 | ? | 1.7% | ? | -1.4% | -0.6% | -1.8% | i | 17.2% | i | -6.3% | ?
COc1ccccc1NC(=O)C(C)Sc1nnnn1C (stereo unspecified) | i | 0.1% | i | -0.1% | 0.7% | 0.5% | i | ? | ? | -4.3% | i
c1ccc(N2CCN(CCCOc3ccc4c(c3)OCO4)CC2)cc1 | nt | -4.5% | nt | -2.5% | -0.2% | -2.0% | nt | ? | nt | nt | nt
CC(c1nnc(SCC(=O)NC(=O)NCc2ccco2)n1-c1ccc(Cl)cc1)N(C)C (stereo unspecified) | i | -2.1% | i | -1.3% | -5.2% | -1.8% | i | 2.3% | i | 32.0%[activator] | ?
CCCNc1ncnc2nc[nH]c12 | nt | -2.4% | nt | -2.6% | -1.2% | -0.8% | nt | 7.7% | nt | nt | nt
CC(C)c1ccc2c(c1)CCC1C(C)(C(N)=O)CCCC21C (stereo unspecified) | nt | -0.9% | nt | 4.2% | 1.5% | -1.8% | nt | nt | nt | 11.8% | nt
COc1ccc(Cn2c(C3CC3)nc3ccc(NC(=O)c4ccco4)cc3c2=O)cc1 | ? | -2.0% | i | 4.7% | -0.7% | -0.1% | i | 29.5% | i | 21.6% | ?
O=C1C(=O)N(Cc2cccnc2)C(c2ccccn2)/C1=C(/O)c1ccc(Br)cc1 (stereo unspecified) | i | nt | i | nt | nt | nt | i | nt | i | nt | ?
O=C(CCCNS(=O)(=O)c1cccc2nsnc12)NCc1ccc(F)cc1 | i | 0.7% | i | -0.3% | -0.8% | -1.4% | i | -3.0% | i | 1.8% | i
O=C(c1cc(S(=O)(=O)N2CCOCC2)c(Cl)cc1Cl)N1CCCCC1 | i | 0.2% | i | -0.7% | -0.2% | -1.8% | i | 9.0% | i | 1.7% | i
C#CCSc1nnc(-c2cccc3ccccc23)o1 | ? | -2.7% | i | -0.6% | -5.3% | -1.9% | i | 22.3% | i | -3.2% | ?
C=C(C)Cn1c(CCCNC(=O)CC)nc2ccccc21 | i | 1.3% | i | -0.2% | 1.1% | 0.3% | i | 2.6% | i | 0.8% | i
CC1=CC(C)(C)N(C(=O)c2ccc(F)cc2)c2cc3c(cc21)OCO3 | i | -0.8% | i | 0.0% | -0.3% | 0.9% | i | ? | i | -0.3% | i
C=CCn1c(SCC(=O)Nc2cc(C)nn2-c2ccccc2)nnc1C1CCCCC1 | i | 0.7% | i | -2.4% | 0.0% | 0.3% | i | ? | ? | 20.6% | i

Assay outcomes deposited in PubChem by National Center for Advancing Translational Sciences (NCATS).

A portion of the library, so the mix of outcomes need not match the whole.
